hIAP block: human IAP inhibition. hit rate 0.12% among 330,000. purified IAP, CDP-Star luminescence, 30 min. P09923. AID 2544. inhibition, % at 10 µM;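 active = inhibition reaching a set limit with compound at 10 µM in the primary screen, cut at about 35% in these data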;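 note: plate controls were DMSO wells with enzyme for no effect and no-enzyme buffer wells for full effect; values of inactives mirror those of a sister screen read the other way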
hIAP activ: increases human intestinal alkaline phosphatase activity; activation factor at 10 µM; AID 2524; hit rate 0.16% among 330,000; P09923; purified human IAP, CDP-Star luminescence, 30 min; hits give high values; 1 = vehicle-only enzyme, 0 = enzyme-free background;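 active = activation factor of the enzyme at least 2-fold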; note: the source names both 10 and 20 µM as test concentration; values of inactives mirror those of a sister screen read the other way
ATG4B inhibitor: blocks human ATG4B protease cleavage of LC3 substrate; ATG4B cleavage of LC3-PLA2, NBD-HPC fluorescence, 1 h; hit rate 0.51% among 340,000; inhibition, % at 8.33 µM; in the data active = inhibition above about 40%
HKDC1 inh: blocks human hexokinase HKDC1 activity; Q2TB90; recombinant HKDC1, G6PDH/diaphorase resazurin coupled fluorescence; inhibition, % at 20 µM; hit rate 0.16% among 340,000;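 active = inhibition above about 35% when tested at 20 µM, limit read from the data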;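 note: plate controls were DMSO wells with enzyme for no effect and DMSO wells lacking enzyme for full effect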
Target sequence (Q2TB90 whole entry, looked up): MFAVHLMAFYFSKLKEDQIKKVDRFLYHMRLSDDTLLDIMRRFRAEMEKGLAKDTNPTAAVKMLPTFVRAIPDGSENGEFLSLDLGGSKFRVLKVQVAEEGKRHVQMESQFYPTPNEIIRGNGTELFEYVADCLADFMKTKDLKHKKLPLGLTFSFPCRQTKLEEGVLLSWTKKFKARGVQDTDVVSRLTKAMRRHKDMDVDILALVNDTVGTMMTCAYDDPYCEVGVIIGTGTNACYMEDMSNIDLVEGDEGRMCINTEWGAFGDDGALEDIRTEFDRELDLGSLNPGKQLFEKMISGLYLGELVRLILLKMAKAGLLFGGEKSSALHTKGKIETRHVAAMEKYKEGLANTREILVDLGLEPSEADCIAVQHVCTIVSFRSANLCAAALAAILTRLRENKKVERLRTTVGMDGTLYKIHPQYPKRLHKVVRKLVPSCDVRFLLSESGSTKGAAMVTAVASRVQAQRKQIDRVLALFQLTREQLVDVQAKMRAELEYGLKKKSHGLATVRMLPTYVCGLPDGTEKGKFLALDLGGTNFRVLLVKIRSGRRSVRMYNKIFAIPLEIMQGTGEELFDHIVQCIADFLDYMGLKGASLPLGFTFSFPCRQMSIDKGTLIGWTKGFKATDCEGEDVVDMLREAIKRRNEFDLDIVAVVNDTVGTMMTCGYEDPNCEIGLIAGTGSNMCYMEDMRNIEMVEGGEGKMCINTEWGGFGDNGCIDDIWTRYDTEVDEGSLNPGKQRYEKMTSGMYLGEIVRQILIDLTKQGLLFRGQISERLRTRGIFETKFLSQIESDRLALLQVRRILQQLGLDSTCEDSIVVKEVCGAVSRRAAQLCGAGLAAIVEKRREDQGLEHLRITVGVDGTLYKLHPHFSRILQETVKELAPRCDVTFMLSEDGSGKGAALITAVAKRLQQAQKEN
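Assay system: recombinant HKDC1 hexokinase; detection: coupled resazurin fluorescence, excitation 525 nm, emission 613 nm; benchmarks: DMSO-plus-enzyme-mix negative control, buffer-substituted positive control; compound dosing: single 20 µM dose; schedule: 90 min at room temperature in dark; also added: glucose plus 1 mM ATP as hexokinase substrates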
PfG6PD inh: PfG6PD (Plasmodium falciparum) enzyme inhibition; hit rate 0.78% among 350,000; PfGluPho enzyme, NADPH resazurin-diaphorase fluorescence; AID 504690; inhibition, % at 20 µM;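 active = inhibition reaching at least a set limit at 20 µM in the primary screen, cut at about 59% in these data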;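 note: 0% = DMSO wells with substrate and 100% = DMSO wells lacking glucose-6-phosphate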
mIAP act: mouse IAP activation. muIAP, CDP-Star luminescence, 30 min; hits give high values; 1 = vehicle-only enzyme signal, 0 = enzyme-free wells. activation factor at 10 µM. hit rate 0.24% among 330,000. AID 2805;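 active = activation factor of at least 2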; note: the source names both 10 and 20 µM as test concentration; values of inactives mirror those of a sister screen read the other way
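Assay system: mouse IAP enzyme; reagent: chemiluminescent substrate CDP-Star; dosing: test compounds delivered from DMSO solution; schedule: 30 min at room temperature; measured by: luminescence from enzymatic CDP-Star hydrolysis; controls: DMSO-only wells and no-enzyme negative control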
mIAP block: mouse IAP inhibition | purified mouse IAP, CDP-Star luminescence, 30 min | inhibition, % at 10 µM | hit rate 0.2% among 330,000;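 active = inhibition of at least 40% at 10 µM in the primary screen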;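 note: plate controls were DMSO with enzyme for no effect and no enzyme wells for full effect; values of inactives mirror those of a sister screen read the other way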
A3A deaminase: blocks human APOBEC3A ssDNA deamination | AID 493011 | hit rate 0.41% among 330,000 | recombinant A3A, FAM/TAMRA ssDNA deamination fluorescence | inhibition, % at 20 µM;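 active = at least 40% inhibition at 20 µM here, with at most 30% in a related deaminase screen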;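 note: plate controls were A3A with DMSO for no effect and wells lacking A3A enzyme for full effect; some results filed as inactive read as strong as hits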
Numbers without * were called inactive. Not a hit list. About 2.4% of those tested had a hit in this group.

SMILES	hIAP block	hIAP activ	ATG4B inhibitor	HKDC1 inh	PfG6PD inh	mIAP act	mIAP block	A3A deaminase
COc1ccc(C)cc1N(C)C(=O)Cc1c(C(=O)O)n(C)c2ccccc12	-3	1	-3	-3	-19	1	0	0
NC(=O)c1ccc(SCC(=O)OCC(=O)NCC2CCCCC2)c([N+](=O)[O-])c1	-5	1.1	14	0	6	0.95	5	6
CCN(CC(=O)Nc1ccccc1OC)C(=O)C1CC2C=CC1C2 (stereo not given)	13	0.87	4	-5	-7	0.95	4	3
COC(=O)c1c(C)[nH]c(C(=O)OCc2csc(CC(=O)Nc3ccccc3C)n2)c1C	-5	1	-7	-8	14	1.2	-17	0
CC(C)CCn1c(SCC(=O)OCn2nnc3ccccc3c2=O)nc2ccccc2c1=O	4	0.96	9	-4	15	0.92	8	-1
O=C(Nc1ccc2cn[nH]c2c1)c1ccccc1F	3	0.97	-12	-14	12	1	-3	2
Cc1nnc(SCC(=O)Nc2sc3c(c2C#N)CCCCC3)n1N	-1	1	2	-3	-5	0.98	2	-15
COc1cccc(C2CC(=O)NC3=C2C(=O)CCC3)c1 (stereo not given)	6	0.94	3	-5	-15	1	-1	2
COc1ccccc1CNC(=O)CN1C(=O)NC2(CCC(C)CC2)C1=O (stereo not given)	-16	1.2	-2	-6	5	1	-4	-1
Nn1cc(-c2ccccc2)nc1SCC(=O)Nc1ccc2c(c1)OCO2	-1	1	-11	-10	15	0.91	9	0
O=C(COc1ccc(Cl)cc1Cl)NC(=O)c1ccccc1	-1	1	3	2	-6	0.96	4	4
Cc1ccc2cccc(SCC(=O)NCc3ccco3)c2n1	-33	1.3	-8	-4	0	0.99	1	-2
C=CCn1c(SCc2c(F)c(F)c(F)c(F)c2F)nc(O)cc1=O	3	0.97	-1	-3	-1	0.95	5	-2
Cc1nn(C)c(Cl)c1/C=N/OC(=O)c1ccccc1	-14	1.1	-2	-3	8	1.1	-6	-3
COCCCNC(=O)CN(CCc1ccccc1)S(=O)(=O)c1ccccc1	-9	1.1	-6	-9	-3	1.1	-8	2
CCOC(=O)c1c(C)[nH]c(C)c1C(=O)COC(=O)c1ccc(OC)c(OC)c1	-8	1.1	-2	-10	-1	1	-1	-3
O=c1oc2ccccc2n1CSC1=NCCS1	-16	1.2	-5	0	3	1	0	-5
CCOC(=O)C1(CC2CC2)CCN(Cc2cnc(N(C)C)s2)CC1	-5	1.1	-2	-2	-12	0.85	15	0
CCOC(=O)CSc1cc(CS(=O)(=O)c2ccccc2)nc(-c2ccccc2)n1	-3	1	12	-2	2	0.91	9	-1
COc1cccc(C2=NOC(C(=O)N3CCc4ccccc4C3)C2)c1 (stereo not given)	0	1	13	0	4	0.98	2	-2
c1ccc(CSc2nc3ccccc3[nH]2)cc1	-1	1	3	-3	16	1.3	-27	-6
O=c1c2c([nH]c3ccccc13)C(=C1CCCC1)CC2	11	0.89	5	3	1	0.92	8	24
O=C(NCc1cccnc1)C1CCCN(S(=O)(=O)c2ccc(Br)cc2)C1 (stereo not given)	7	0.93	-2	-5	6	0.99	0	-1
Cc1c(C(=O)NCCCN2CCOCC2)sc2nc(-c3ccc(F)cc3)cn12	-3	1	10	16	9	1	-3	-1
COc1ccc(CN(C)CC(=O)NC(=O)NC2CCCCC2)cc1	14	0.85	-4	-7	-4	0.94	6	-4
Cc1ccc(S(=O)(=O)N2CCCCC2)cc1C(=O)NCC1CCCO1 (stereo not given)	6	0.94	-2	23	-12	1.1	-6	-3
COc1ccc(Cl)cc1NC(=O)CCn1cnc2ccccc2c1=O	6	0.94	-5	3	15	1	0	4
O=C(COC(=O)c1ccncc1)c1ccc(Br)cc1	9	0.91	2	-9	-5	1	-4	-5
CCCCn1c(-c2cccnc2)n[nH]c1=S	16	0.84	-6	-4	18	0.95	5	-6
CC(C)Cn1cc(Cl)c(=O)n(CC(C)C)c1=O	-4	1	-3	-9	-15	1.1	-5	-2
CC(=O)c1ccc(OCCCC(=O)Nc2cc(S(=O)(=O)N(C)C)ccc2C)cc1	-12	1.1	-4	-10	-1	0.99	1	0
O=C(Nc1ccccc1F)C1CC1c1ccccc1 (stereo not given)	27	0.73	9	-7	-2	0.99	1	-1
CCOC(=O)c1cc2c(ccn2C)n1CC(=O)N1CCN(c2ccccc2)CC1	-22	1.2	-5	3	4	0.97	3	1
COCCn1cnnc1SCC(=O)c1ccc(S(=O)(=O)N2CCCC2)cc1	-3	1	-7	-1	3	1.1	-6	-3
CCN(CC)C(=O)N1CCN(S(=O)(=O)c2ccccc2)CC1	-2	1	4	-3	-12	0.99	1	-2
O=C(COC(=O)c1ccc2c(c1)OCO2)NC1CCS(=O)(=O)C1 (stereo not given)	-11	1.1	2	-1	3	0.96	4	0
O=C(Nc1cccc(S(=O)(=O)N2CCOCC2)c1)c1ccc(Cl)nc1	-6	1.1	3	0	-4	1	-5	-4
O=C(Cc1ccccc1)NC(NNc1ccccc1)(C(F)(F)F)C(F)(F)F	11	0.89	3	5	-9	1.1	-12	-2
COc1ccccc1NC(=O)COc1coc(CN2CCN(c3ccccc3)CC2)cc1=O	-10	1.1	-3	-1	-5	1	-3	1
Oc1ccccc1/C=N/n1c(COc2ccccc2)n[nH]c1=S	-1	1	-2	11	8	0.99	1	0

An excerpt of these results, field by field.
O=C(COC(=O)c1ccncc1)c1ccc(Br)cc1
- hIAP block: 9
- hIAP activ: 0.91
- ATG4B inhibitor: 2
- HKDC1 inh: -9
- PfG6PD inh: -5
- mIAP act: 1
- mIAP block: -4
- A3A deaminase: -5

CCCCn1c(-c2cccnc2)n[nH]c1=S
- hIAP block: 16
- hIAP activ: 0.84
- ATG4B inhibitor: -6
- HKDC1 inh: -4
- PfG6PD inh: 18
- mIAP act: 0.95
- mIAP block: 5
- A3A deaminase: -6

The list continues:
SMILES	hIAP block	hIAP activ	ATG4B inhibitor	HKDC1 inh	PfG6PD inh	mIAP act	mIAP block	A3A deaminase
Cc1nn(-c2ccccc2)c(C)c1NC(=O)CCl	0	1	-4	15	-8	1	-2	1
Nc1ccc2nc(-c3cccnc3)[nH]c2c1	-1	1	0	20	11	1	-4	1
CN1C(=S)SC(C)(NO)C1(C)C (stereo not given)	-4	1	14	-6	9	0.91	9	-5
Cc1cc(C(=O)N2CCN(c3cc(Cl)ccc3C)CC2)on1	16	0.84	-15	-4	18	0.89	11	-8
CCOc1ccc(N(C)c2ccc(/C=C3/SC(=S)NC3=O)cc2)cc1	9	0.91	6	1	-18	0.78	22	0
COc1ccccc1N1CCN(C(=O)C2CCC(Cn3c(=S)[nH]c4ccccc4c3=O)CC2)CC1 (stereo not given)	-11	1.1	-2	2	11	0.97	3	-2
CC(C)C(=O)N1CCN(c2ccccc2NC(=S)NC(=O)/C=C/c2ccco2)CC1	4	0.96	-1	-3	14	0.75	25	-1
CC(=O)c1ccc(NC(=O)c2ccc(NC(=O)c3ccco3)cc2)cc1	-5	1.1	1	9	-7	0.98	2	16
Cc1cccc(C)c1NC(=O)C1c2cccc[n+]2CC(=O)N1Cc1cccs1 (stereo not given)	-7	1.1	-4	-2	16	0.86	14	-3
O=C(CCNS(=O)(=O)c1ccccc1Cl)N1CCN(c2ccccn2)CC1	-6	1.1	-4	-5	-13	1	-1	0
C=CCNc1nc2c(c(=O)n(C)c(=O)n2C)n1CC	14	0.86	-10	-5	4	0.94	6	-6
COc1ccccc1C(=O)N1CCN(C(=O)Cc2ccccc2)CC1	1	0.99	-14	-5	6	1.1	-5	3
Oc1ccc(Br)cc1C=Nc1ccc2[nH]ncc2c1	7	0.93	18	3	3	0.8	20	-2
CCCn1c(SCC(=O)NC(=O)Nc2ccc(C)cc2C)n[nH]c1=O	5	0.95	-15	-10	-9	0.96	4	-1
COc1cccc(/C=C/C(=O)NNC(=O)CCN2CCN(Cc3ccccc3)CC2)c1	-41	1.4	-3	-6	-11	0.97	3	6
CCOC(=O)CSc1nc2ccccc2c(=O)n1C1CCCC1	9	0.91	44*	2	2	1	-3	-1
CN(N=Nc1ccc([N+](=O)[O-])cc1)c1ccccc1	15	0.85	-9	-8	13	0.81	19	-4
COc1ccc(C(=O)C2CCCN(C(=O)c3ccc(C(C)=O)s3)C2)c(C)c1 (stereo not given)	6	0.94	-2	6	-9	1.1	-6	7
CSc1ccc(C2C(C#N)=C(N)Oc3c2ccc(=O)c2c(C)oc(C)c32)cc1 (stereo not given)	-3	1	19	12	-2	0.92	8	5
Cc1ccc(-n2[nH]c(C)c(/C=N/c3ccccn3)c2=O)cc1	-11	1.1	-6	-4	11	0.91	9	0
COc1cc(-c2c(NC(=O)c3ccco3)oc3ccccc3c2=O)cc(OC)c1OC	17	0.83	2	-1	-2	1	-1	-7
CC(Sc1nc2ccccc2c(=O)n1C)C(=O)NC1CCCCC1C (stereo not given)	-9	1.1	-1	-5	-4	1	-4	-1

Compounds listed so far that contain a Cl atom (8):
SMILES	hIAP block	hIAP activ	ATG4B inhibitor	HKDC1 inh	PfG6PD inh	mIAP act	mIAP block	A3A deaminase
O=C(COc1ccc(Cl)cc1Cl)NC(=O)c1ccccc1	-1	1	3	2	-6	0.96	4	4
Cc1nn(C)c(Cl)c1/C=N/OC(=O)c1ccccc1	-14	1.1	-2	-3	8	1.1	-6	-3
COc1ccc(Cl)cc1NC(=O)CCn1cnc2ccccc2c1=O	6	0.94	-5	3	15	1	0	4
CC(C)Cn1cc(Cl)c(=O)n(CC(C)C)c1=O	-4	1	-3	-9	-15	1.1	-5	-2
O=C(Nc1cccc(S(=O)(=O)N2CCOCC2)c1)c1ccc(Cl)nc1	-6	1.1	3	0	-4	1	-5	-4
Cc1nn(-c2ccccc2)c(C)c1NC(=O)CCl	0	1	-4	15	-8	1	-2	1
Cc1cc(C(=O)N2CCN(c3cc(Cl)ccc3C)CC2)on1	16	0.84	-15	-4	18	0.89	11	-8
O=C(CCNS(=O)(=O)c1ccccc1Cl)N1CCN(c2ccccn2)CC1	-6	1.1	-4	-5	-13	1	-1	0
